# High-throughput results from PubChem BioAssay.
# CIT2 TOR yeast: modulators of CIT2-GFP expression in yeast, primary screen, S. cerevisiae, GFP fusion, multiplex flow cytometry, MLPCN library. S. cerevisiae CIT2-GFP strain, 3 h; 100 means same as DMSO wells. GFP response vs DMSO, % at 10 µM. actives 0.065% (n = 320,000);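 active = GFP response relative to DMSO above a set limit, near the screen mean plus 3 SD, cut at about 150% in these data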;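 also: ratio of well median GFP fluorescence to mean of DMSO wells on the plate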
# MEP2-GFP yeast: modulators of MEP2-GFP levels in yeast, primary screen, S. cerevisiae, multiplex flow cytometry, MLPCN library | actives 0.51% (n = 330,000) | GFP response vs DMSO, % at 10 µM | S. cerevisiae MEP2-GFP strain, 3 h; 100% = DMSO control level;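 active = GFP response versus DMSO above a set limit, roughly screen mean plus 3 SD, cut at about 180% in these data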;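 also: median GFP fluorescence of the barcode-gated MEP2-GFP cells per well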
# LAP4-GFP MLPCN: modulators of LAP4-GFP expression in yeast, primary screen, S. cerevisiae, multiplex flow cytometry, MLPCN library; 3 h; median GFP as percent of DMSO wells; actives 0.34% (n = 320,000); GFP response vs DMSO, % at 10 µM; AID 2023, 2009;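 active = GFP response vs DMSO above a set limit, about the screen mean plus 3 SD, cut at about 150% in these data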
# RPL19A TOR yeast: RPL19A-GFP expression modulators in yeast, primary screen, cell-based, S. cerevisiae, multiplex flow cytometry, MLPCN. S. cerevisiae RPL19A-GFP strain, 3 h; active compounds read low. percent response vs DMSO, % at 10 µM. actives 0.3% (n = 330,000). AID 2025, 2009;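 active = percent response vs DMSO below 50%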;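 also: median channel GFP fluorescence of the barcoded RPL19A-GFP strain; ratio of sample median GFP to plate DMSO average so 100% = DMSO; lower means less RPL19A-GFP as with rapamycin TOR inhibition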
# AGP1-GFP MLPCN: modulators of AGP1-GFP expression in yeast TOR pathway, primary screen, cell-based, multiplex flow cytometry, S. cerevisiae, MLPCN library | actives 0.02% (n = 320,000) | 3 h; GFP as percent of DMSO wells | GFP response vs DMSO, % at 10 µM | AID 2066, 2009;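 active = GFP response relative to DMSO above a set limit, near screen average plus 3 SD, cut at about 150% in these data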;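 also: median GFP channel fluorescence of the gated AGP1 strain per well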
# VLA-4 inh: inhibition in human VLA-4 binding assay, primary screen, VLA-4 allosteric modulator project, MLPCN library, flow cytometry, VLA-4 expressing cells | Integrin alpha-4 (Homo sapiens), P13612 | ligand binding flow cytometry | inhibition, % (about 7 µM as worked out from the volumes in the protocol) | actives 0.2% (n = 330,000) | AID 2557, 2010; in the data active = inhibition above about 50%
# Yeast superoxide: reduction of superoxide in aged yeast, primary screen, HTS. S. cerevisiae aged cells, superoxide DHE fluorescence; active compounds read low. superoxide response (% of plate mean), % at 10 µM. actives 0.18% (n = 330,000). AID 2690, 2010;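 active = superoxide response under a set limit, about three screen SD below normal, cut at about 65% in these data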;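 also: yeast aged for seven days with compound at 30 °C before DHE staining; 100% = average MFI of all compound-treated wells on the plate with controls excluded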
# GRK2 aptamer HTS: compounds blocking aptamer binding on GRK2 – biochemical, human GRK2, bead flow cytometry, HTS, primary screen; inhibition of aptamer binding, % at 10 µM; Beta-adrenergic receptor kinase 1 (Homo sapiens), P25098; FAM-aptamer displacement from GRK2; AID 488847, 2010; actives 0.59% (n = 330,000);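 active = inhibition of aptamer binding above 40%, roughly 3 SD of noise, on plates passing a quality check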;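 also: median bead fluorescence of bound FAM aptamer so fluorescent compounds give negative values; no value below 0 was filed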
# Target sequence (P25098 whole entry, looked up): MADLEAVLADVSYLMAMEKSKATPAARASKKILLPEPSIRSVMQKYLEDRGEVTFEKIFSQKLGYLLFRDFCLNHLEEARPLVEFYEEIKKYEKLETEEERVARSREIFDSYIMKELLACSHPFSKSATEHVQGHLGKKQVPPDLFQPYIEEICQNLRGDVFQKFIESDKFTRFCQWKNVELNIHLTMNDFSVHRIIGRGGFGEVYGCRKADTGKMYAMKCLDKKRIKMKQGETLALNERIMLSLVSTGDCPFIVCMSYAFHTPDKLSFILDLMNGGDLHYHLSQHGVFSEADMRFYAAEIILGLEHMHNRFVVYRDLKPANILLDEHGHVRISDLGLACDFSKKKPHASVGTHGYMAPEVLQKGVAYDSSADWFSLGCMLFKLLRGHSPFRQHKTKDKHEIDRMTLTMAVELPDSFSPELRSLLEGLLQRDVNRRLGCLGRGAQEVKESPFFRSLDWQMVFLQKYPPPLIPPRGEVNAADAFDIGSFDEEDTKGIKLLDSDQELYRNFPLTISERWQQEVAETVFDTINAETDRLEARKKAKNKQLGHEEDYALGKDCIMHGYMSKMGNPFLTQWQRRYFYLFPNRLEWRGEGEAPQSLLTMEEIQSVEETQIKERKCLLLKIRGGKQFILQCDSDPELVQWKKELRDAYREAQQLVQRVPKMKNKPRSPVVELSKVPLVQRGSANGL
# Numbers without * were called inactive; i = inactive; x = no result given.
mol	Yeast superoxide	AGP1-GFP MLPCN	CIT2 TOR yeast	RPL19A TOR yeast	MEP2-GFP yeast	LAP4-GFP MLPCN	GRK2 aptamer HTS	VLA-4 inh
CSCCC(NC(=O)c1ccccc1Br)C(=O)NNC(=O)c1csc(N2CCOCC2)n1 (stereo not drawn)	102	108	96	100	104	104	0	2
CC1(C)CC(=O)C(C(c2ccc(Br)cc2)C2C(=O)CC(C)(C)CC2=O)C(=O)C1	100	88	91	101	97	95	0	11
CCc1sc(C(=O)NCCCN2CCCC2=O)cc1Br	99	103	96	101	115	120	0	0
O=c1nccc(N/N=C/c2cccc(O)c2)[nH]1	94	109	98	103	113	106	0	24
O=C(CNC(=O)c1ccc(F)cc1)N/N=C/c1cc(Br)ccc1OC(=O)/C=C/c1ccco1	112	103	81	96	87	90	11	-7
Cc1ccc(C(=O)CSc2nnc(-c3ccccc3N)n2C)cc1C	100	100	86	103	98	113	1	-4
COC(=O)c1cccc(NC(=O)Cc2ccc(OC)cc2)c1C	94	101	102	99	101	99	0	6
O=C(CN1C(=O)CSc2ccc(C(F)(F)F)cc21)Nc1ccccc1	99	x	x	99	104	x	3	2
CN(C)S(=O)(=O)c1cc(C(=O)NCCCn2ccc3ccccc32)ccc1Cl	106	105	105	99	101	92	0	-12
COc1c(/C=N/NC(=O)c2ccncc2)c(CCN(C)C(C)=O)cc2c1OCO2	101	106	108	96	106	112	3	18
Cc1ccc(C(=O)NCC(=O)OCC(=O)c2ccc3c(c2)OCCO3)cc1C	102	100	94	97	99	101	1	3
NC(=O)c1ccc(NC(=O)c2cccc3c2OCCCO3)cc1	103	107	105	102	108	110	0	6
COc1ccc(C(=O)N/N=C\c2ccc(OC)c(COc3ccccc3Br)c2)c(OC)c1	98	100	98	100	97	101	4	-35
COc1ccc2nc(NC(=O)CCc3ccc(OC)c(OC)c3)sc2c1	105	104	106	100	108	99	0	0
O=C(Cc1c(F)cccc1Cl)N1CCOCC1	101	106	96	91	97	113	1	5
CCNc1c(NS(=O)(=O)c2ccc(C3CCCCC3)cc2)c(=O)oc2ccccc12	106	97	101	99	105	100	1	7
Cc1nc(Cl)c(C(=O)NC(=O)Nc2cccc(C(F)(F)F)c2)c(C)c1[N+](=O)[O-]	92	92	89	93	111	104	0	0
CCOC(=O)c1cc(NC(=O)c2cccnc2)ccc1N1CCOCC1	95	103	106	94	106	106	2	-2
COc1ccc(OC)c(/C(O)=C/C(=O)C(=O)Nc2ccccc2OC)c1	121	99	94	99	101	100	0	1
Cc1[nH]c(=S)sc1Cc1ccc(Cl)c(Cl)c1	104	92	101	99	100	98	0	2
COc1ccccc1N1CCN(C(=O)CSc2nnc(-c3ccoc3C)o2)CC1	93	97	101	103	106	102	0	4
Cc1[nH]n(-c2cccc3ccccc23)c(=O)c1/C=N/NC(=O)c1cccc([N+](=O)[O-])c1	78	108	123	104	109	116	2	4
O=c1cc(-c2ccccc2)c2c(O)cc(O)cc2o1	108	103	116	111	118	87	1	-4
C=C1CCN(C(C(=O)OC)C(C)C)S(=O)(=O)c2ccc(F)cc21 (stereo not drawn)	95	89	96	98	91	103	0	8
CCCCc1cc(=O)oc2cc(OCc3nn[nH]n3)c(Cl)cc12	88	92	99	92	98	93	0	20

# Full records, quoted from the list.
# CCOC(=O)c1cc(NC(=O)c2cccnc2)ccc1N1CCOCC1 across the screens: Yeast superoxide: 95; AGP1-GFP MLPCN: 103; CIT2 TOR yeast: 106; RPL19A TOR yeast: 94; MEP2-GFP yeast: 106; LAP4-GFP MLPCN: 106; GRK2 aptamer HTS: 2; VLA-4 inh: -2
# O=C(Cc1c(F)cccc1Cl)N1CCOCC1 across the screens: Yeast superoxide: 101; AGP1-GFP MLPCN: 106; CIT2 TOR yeast: 96; RPL19A TOR yeast: 91; MEP2-GFP yeast: 97; LAP4-GFP MLPCN: 113; GRK2 aptamer HTS: 1; VLA-4 inh: 5

# New compounds follow.
mol	Yeast superoxide	AGP1-GFP MLPCN	CIT2 TOR yeast	RPL19A TOR yeast	MEP2-GFP yeast	LAP4-GFP MLPCN	GRK2 aptamer HTS	VLA-4 inh
O=C(Nc1ccccc1N1CCCC1)c1ccccc1Cl	95	104	106	109	113	102	0	8
COc1ccc(S(=O)(=O)NCCSCc2ccco2)cc1Cl	85	102	101	101	102	91	0	-3
Cc1ccc(/C=C2/SC(=S)N(CCCC(=O)Nc3cc([N+](=O)[O-])ccc3O)C2=O)cc1	103	104	103	105	101	103	0	-10
CCN(CC)C(=O)c1sc(NC(=O)C(C)C)c(C#N)c1C	98	102	101	99	101	102	0	7
Cc1csc2sc(-c3ccnc(SCC(=O)NCc4ccccc4)n3)c(C)c12	92	98	90	98	95	106	1	6
COc1cc(C2SCC(=O)N2CCCN(C)C)cc(OC)c1OC (stereo not drawn)	98	104	101	97	106	116	1	-14
O=C(C1=C[C@H](c2ccc(C(F)(F)F)cc2)C[C@H](OCc2ccc(CO)cc2)O1)N1CCCCCCC1	95	93	92	102	100	105	0	-7
Cc1cc(N2CCN(c3ccccn3)CC2)n2cc(-c3ccccc3)nc2n1	96	106	84	98	95	84	2	20
Cc1cccc(N2CCN(C(=O)C3CCN(S(=O)(=O)N4CCOCC4)CC3)CC2C)c1 (stereo not drawn)	82	99	89	96	101	104	0	5
CSCCC(NC(=O)c1ccccc1)C(=O)O (stereo not drawn)	104	107	108	99	97	105	3	-16
O=C(C[n+]1cccc(CNC(=O)c2ccc(OC(F)F)cc2)c1)Nc1cccc(C(F)(F)F)c1	86	101	103	103	102	96	0	15
COc1ccc(N(CC(=O)N2CCCC2)S(C)(=O)=O)cc1	95	100	102	102	105	101	0	9
Cc1c(CCC(=O)N[C@@H](C)C(=O)O)c(=O)oc2c(C)c3oc4c(c3cc12)CCCC4	97	96	92	104	98	101	0	-2
COc1ccc(S(=O)(=O)N2CCCCC2)cc1Br	113	101	100	96	100	105	2	8
O=S1(=O)c2ccccc2Nc2ccccc21	117	81	84	101	102	96	12	1
O=C(OCC(=O)C12CC3CC(CC(C3)C1)C2)c1ccc(CO)cc1	113	102	108	102	108	98	0	3
Cc1ccc(NC(=S)N(CCCN2CCCC2)Cc2cccn2Cc2ccc(Cl)cc2)cc1	102	102	105	99	100	106	0	31
CN1/C(=C\C=C2/SC(=S)NC2=O)C(C)(C)c2ccccc21	119	93	86	96	104	101	0	i
Cc1cc(C)c(C)c(S(=O)(=O)N2CCN(c3ccccn3)CC2)c1C	99	97	79	88	93	100	2	11
N#Cc1ccccc1Sc1ccccc1C(=O)Nc1ccc(Br)cc1	91	113	102	103	122	107	1	-3
COC(=O)CC(NC(=O)CN1CCN(c2ccc(F)cc2)CC1)c1cccc(F)c1 (stereo not drawn)	102	106	101	104	97	91	3	-9
O=C(CCCNS(=O)(=O)c1cccc2nsnc12)N1CCCCC1	111	97	106	94	92	98	1	29
COc1ccccc1Nc1ncccc1[N+](=O)[O-]	106	101	92	98	102	103	0	18
CCOc1ccc(C(=O)Nc2cccc3ncccc23)cc1Cl	115	95	102	107	102	94	0	0
CCc1ccc(CNC(=O)CCc2nnc(CCc3ccc(OC)cc3)o2)nc1	138	98	101	102	104	89	0	15
CCCN1C(=O)SC(CC(=O)Nc2ccccc2)C1=O (stereo not drawn)	81	108	107	103	110	106	6	0
CC(C(=O)Nc1ccc2c(c1)OCCO2)N(c1ccccc1)S(C)(=O)=O (stereo not drawn)	106	104	102	99	94	99	4	-13
Cc1noc(C)c1S(=O)(=O)N1CCCC(C(=O)NCc2ccccc2Cl)C1 (stereo not drawn)	85	100	95	96	95	104	0	-8
O=C(COc1ccc([N+](=O)[O-])cc1)NNC(=O)c1cccnc1	86	105	111	105	113	98	3	-1
CCOC(=O)N1CCC(N2Cc3cccc(C(=O)N4CCN(c5cccc(C)c5C)CC4)c3C2=O)CC1	94	115	112	113	114	102	0	-1
O=C1NC(c2ccccc2)=C(c2ccc3ccccc3n2)C(c2ccncc2)N1 (stereo not drawn)	89	110	108	103	109	106	0	-8
CC1CCCC(C)N1C(=O)COC(=O)/C=C/c1ccco1 (stereo not drawn)	82	101	94	96	106	102	9	7
CCCCNC(=O)OCC(CC)NC(=O)OC(C)C (stereo not drawn)	101	98	93	100	91	96	2	15
Cc1cc(-c2ccccc2)nc(SCC(=O)N2CCCC2)n1	80	103	106	102	99	96	0	39
CN1CCN(C(=O)/C(=C/c2cn(S(=O)(=O)N(C)C)c3ccccc23)NC(=O)c2ccccc2F)CC1	124	110	105	106	110	106	3	-5
O=C(COC(=O)C1CC2CCCC(C1)C2=O)NNC(=O)c1ccc([N+](=O)[O-])cc1 (stereo not drawn)	120	103	102	97	99	104	0	-3
CC(C)C(C)NC(=O)COc1ccc(-c2ccccc2)cc1 (stereo not drawn)	92	99	83	101	102	105	5	8
CCCn1c(SCC(=O)NC(C)(C)C)nnc1C(C)C	109	109	98	103	109	102	2	-1
C=CCc1cc2c(oc(=O)c3ccccc32)c(C)c1O	90	93	98	101	89	100	0	-2
O=C(Nc1nc(-c2ccc(F)cc2)cs1)c1cnccn1	104	88	96	98	134	97	0	-28
COc1ccc(Cc2noc(CN3CCN(Cc4cccc(Cl)c4)CC3)n2)cc1OC	112	100	90	99	97	98	6	7
Brc1c(CSc2nncn2-c2ccccc2)nc2sccn12	118	101	103	100	104	97	0	16
O=C(NCCc1ccc(Cl)cc1)C1CCN(c2cnccn2)CC1	104	104	95	99	99	94	2	-4
C=CCNC(=S)Nc1ccc2nc(C)oc2c1	114	83	96	88	89	104	0	-3
COc1cccc(C(=O)Nc2ccc3c(c2)CCCN3C(=O)c2cccs2)c1OC	97	92	82	88	79	94	0	10
CCC(=O)N1CCN(c2ccc(Cl)cc2NC(=O)c2cccc([N+](=O)[O-])c2)CC1	98	101	101	100	103	104	0	11
O=C(O)c1cc(S(=O)(=O)N(Cc2ccccc2)c2ccccc2Cl)ccc1Cl	90	97	92	100	102	105	0	7
S=C1N(c2ccccc2)C(c2cccc3ccccc23)N2CCCN12 (stereo not drawn)	117	107	101	97	100	99	1	7
CCn1cc(/C=C(\NC(=O)c2cc(OC)c(OC)c(OC)c2)C(=O)N2CCN(C)CC2)c2ccccc21	81	102	111	105	106	100	0	-3
COc1ccc(C)cc1NC(=S)N1CCOCC1	98	98	113	102	99	92	0	1

# More results.
mol	Yeast superoxide	AGP1-GFP MLPCN	CIT2 TOR yeast	RPL19A TOR yeast	MEP2-GFP yeast	LAP4-GFP MLPCN	GRK2 aptamer HTS	VLA-4 inh
NC(=O)C1CCN(c2ccnc3cc(Cl)ccc23)CC1	95	99	97	101	98	92	0	20
Cc1cccc(NCN2C(=O)c3ccncc3C2=O)n1	97	93	97	93	93	93	1	21
Cc1cc(/C=N/NC(=O)CC2(C)OCCO2)c(C)n1-c1cc(Cl)cc(Cl)c1	108	87	79	97	89	81	1	11
COc1ccc2[nH]c(C(=O)O)c(NS(=O)(=O)c3ccc(F)cc3)c2c1	93	112	117	105	116	112	1	0
OC1=C(O)c2nc3cc(F)ccc3nc21	90	104	90	92	83	108	0	-7
COc1cccc(C2Nc3ccccc3C(=O)N2O)c1O (stereo not drawn)	108	97	94	95	97	93	0	7
